HTRA1 inhibitor: inhibitors of human serine peptidase HTRA1; recombinant HTRA1, FP-rhodamine activity-based probe, fluorescence polarization; 0.5% of 340,000 active; inhibition, % at 5.96 µM; Q92743; AID 504803; in the data active = inhibition above about 36%;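 note: 0% = enzyme with DMSO and 100% = wells lacking enzyme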
SIAE inh: blocks human sialic acid acetylesterase; Q9HAT2; SIAE FP-Rh probe binding, fluorescence polarization; inhibition, % at 9.66 µM; 0.69% of 370,000 active; AID 1053197;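 active = inhibition above a cutoff: mean of compounds within the control limits plus 3 SD of those, cut at about 17% in these data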;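 note: 0% = plate median of compound wells and 100% = probe without SIAE protein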
PRMT1 FP inh: blocks human protein arginine methyltransferase 1. 1.3% of 370,000 active. inhibition, % at 2.79 µM. recombinant PRMT1, activity-based probe fluorescence polarization;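 active = inhibition above about 21% made by adding two undisclosed values, limit read from the data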
Target sequence (Q99873 whole entry, looked up): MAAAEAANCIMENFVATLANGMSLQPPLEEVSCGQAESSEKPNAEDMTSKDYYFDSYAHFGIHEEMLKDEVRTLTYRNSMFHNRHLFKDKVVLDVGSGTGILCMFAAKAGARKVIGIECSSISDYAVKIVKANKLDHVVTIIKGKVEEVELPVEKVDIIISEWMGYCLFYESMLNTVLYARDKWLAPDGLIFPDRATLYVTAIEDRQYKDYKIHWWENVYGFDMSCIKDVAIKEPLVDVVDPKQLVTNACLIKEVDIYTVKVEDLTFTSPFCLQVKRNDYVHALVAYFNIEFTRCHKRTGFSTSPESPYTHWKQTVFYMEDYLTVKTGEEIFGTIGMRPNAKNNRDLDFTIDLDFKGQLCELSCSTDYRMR
GC-A act: GC-A (human) enzyme activation. P16066. HEK293 GC-A cells, cGMP TR-FRET, EC30 ANP; 0% at EC30 ANP, 100% saturating ANP. activation, % at 10 µM. 0.14% of 370,000 active. AID 1671463; in the data active = activation above about 40%
NPR2 activator: GC-B (human) receptor activation; P20594; HEK293-GC-B cells, CNP EC30, cGMP TR-FRET; 0% at EC30 CNP, 100% saturating CNP; 0.11% of 370,000 active; activation, % at 10 µM;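 active = activation at 10 µM reaching about 35% in either raw or pattern-adjusted values, limit read from the data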
MBD2 inh: MBD2-methylated oligo binding inhibition | AID 686964 | TR-FRET, MBD2 binding to methylated oligonucleotide | Q9UBB5 | 0.31% of 370,000 active | inhibition, % at 4.4 µM; in the data active = inhibition above about 13%
Target sequence (Q9UBB5 whole entry, looked up): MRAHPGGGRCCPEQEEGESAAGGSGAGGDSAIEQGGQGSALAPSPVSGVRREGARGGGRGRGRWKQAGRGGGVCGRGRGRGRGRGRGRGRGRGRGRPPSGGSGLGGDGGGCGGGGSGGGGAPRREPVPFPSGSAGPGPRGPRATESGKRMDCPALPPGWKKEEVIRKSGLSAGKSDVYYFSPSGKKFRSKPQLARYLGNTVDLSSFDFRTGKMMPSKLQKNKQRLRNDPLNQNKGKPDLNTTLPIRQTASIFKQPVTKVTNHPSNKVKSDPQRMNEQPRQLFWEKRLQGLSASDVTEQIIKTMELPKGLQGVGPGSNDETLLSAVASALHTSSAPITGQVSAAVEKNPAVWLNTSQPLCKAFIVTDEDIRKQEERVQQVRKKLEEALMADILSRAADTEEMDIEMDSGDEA
UHRF1 MBD2 ctr: human UHRF1 methylated DNA binding inhibitors; UHRF1 binding to methylated oligo, TR-FRET; inhibition, % at 4.4 µM; 0.75% of 370,000 active; AID 687016; in the data active = inhibition above about 21%;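 note: UHRF1 SRA domain binding a hemimethylated CpG hairpin DNA probe; 0% = median of test compound wells and 100% = reference inhibitor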
TCR-CD3 inh: human TCR-CD3 binding inhibition; TAMRA-labeled TCR probe fluorescence, biochemical; inhibition, % at 9.4 µM; 0.37% of 360,000 active; in the data active = inhibition above about 19%;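 note: recombinant mutant TCR 2C K166C tagged with TAMRA read by polarization; 0% = receptor in buffer alone and 100% = receptor with positive control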
rCAG binder: r(CAG) repeat RNA binding; TO-PRO-1 dye displacement fluorescence; inhibition, % at 3 µM; 1.3% of 370,000 active; AID 651821;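 active = inhibition above the plate cutoff, the mean of all test compounds on that plate plus 3 SD, cut at about 35% in these data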;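 note: 0% = DMSO alone and 100% = 100 µM mitoxantrone as full dye displacement; higher means more dye released from RNA so lower well fluorescence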
ABHD4 inh: inhibits mouse alpha/beta hydrolase domain 4 | purified mABHD4, FP-Rh probe fluorescence polarization | 0.54% of 370,000 active | AID 720543 | inhibition, % at 8.92 µM;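 active = inhibition exceeding the mean over every tested compound plus 3 SD, cut at about 30% in these data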;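 note: 0% = plate median of compound wells and 100% = S159A mutant with DMSO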
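Assay system: Wild-type mouse ABHD4 protein | Medium: HEPES pH 7.0 buffer, 150 mM NaCl, 0.01% Pluronic F-127 | Incubation: Enzyme–compound pre-incubation 45 min, then probe 60 min, both 25 °C | Technique: Fluorescence polarization with parallel and perpendicular emission, 525/598 nm | Evaluation: % inhibition of FP-Rh probe binding versus controls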
An asterisk follows results filed as active; . = not tested or not shown.

Every second line gives: HTRA1 inhibitor	SIAE inh	PRMT1 FP inh	GC-A act	NPR2 activator	MBD2 inh	UHRF1 MBD2 ctr	TCR-CD3 inh	rCAG binder	ABHD4 inh
COc1ccccc1CN(C)C(=O)CN1CCN(CC(=O)Nc2ccccc2Cl)CC1
    -2	7	1	1	6	-4	-3	-2	-4	3
Cc1cc(NC(=O)CSCC(=O)Nc2nc3ccccc3[nH]2)no1
    8	2	2	2	-2	-4	-3	3	5	1
O=C(c1ccc(F)cc1)c1cn[nH]c1-c1ccccc1O
    -3	-3	-1	-9	-5	0	2	1	-1	-5
CN(C)c1ccc(C=NNC(=O)c2cccnc2)cc1
    9	7	-4	-10	-7	-9	1	0	2	4
COc1ccc(NC(=O)CN(C)C2CCCCC2)c([N+](=O)[O-])c1
    10	-3	5	-5	-8	8	6	-6	1	-8
Cn1cc(/C=C(\C#N)C(=O)Nc2ncc(Cc3ccc(Cl)cc3)s2)c2ccccc21
    2	-2	-2	-5	-1	-4	-2	11	3	3
O=S(=O)(c1ccccc1)N1CCC(O)(CN2CCN(c3ccccc3)CC2)CC1
    13	1	1	4	3	1	0	-3	-3	1
O=C(NC1CCCC1)C(c1ccncc1)N(C(=O)Cn1nnc(-c2ccccc2F)n1)c1cccc(F)c1 (centres undefined)
    1	9	-1	-3	-11	0	0	-4	-3	4
CC[n+]1ccc(/C=C2\Sc3ccccc3N2CCCS(=O)(=O)[O-])c2ccccc21
    7	4	2	1	0	-10	-9	0	-5	2
OCCCNc1c2ccccc2nc2ccccc12
    1	-5	-2	12	-3	31*	28*	-4	2	-6
Cc1nnc(NC(=O)CSc2nc3c(c(=O)n(C)c(=O)n3C)n2C(C)C)s1
    3	2	-4	-2	-5	-4	-3	6	-2	-2
Cc1ccc(CC(=O)N(C)CC(=O)N(CC(C)C)c2c(N)n(CC(C)C)c(=O)[nH]c2=O)cc1C
    -2	-1	-1	2	-4	-7	-2	-2	-3	-3
COc1ccc(C2=NN(C(=O)c3ccco3)C(c3ccco3)C2)cc1OC (centres undefined)
    -10	3	0	2	3	1	0	-5	1	-6
S=c1[nH]nc(Cc2cccc3ccccc23)n1-c1ccccc1
    -12	7	8	2	-4	-4	3	-5	6	7
COCC(=O)Nc1cc(C)cn(Cc2c(F)cccc2Cl)c1=O
    6	-5	1	1	3	0	-5	9	4	-1
CN(C(=O)C1CCN(S(=O)(=O)c2cccs2)CC1)C1CCCCC1
    -4	-1	0	0	-8	-7	1	4	-7	5
Cc1ccc(S(=O)(=O)n2c(C)nc3cc(C)ccc32)cc1
    -1	-7	8	-6	7	7	11	0	0	-13
CC(=O)CSc1nnc(NC(=O)CCc2ccccc2)s1
    -1	0	1	2	0	1	-1	4	0	-2
NC(=O)N1N=C2/C(=C/c3ccccc3)CCCC2C1c1ccccc1 (centres undefined)
    -24	-2	-1	2	3	3	-2	-3	-1	5
Cc1ccc(NC(=O)COC(=O)CCC(=O)c2ccc(C(C)(C)C)cc2)c([N+](=O)[O-])c1
    2	1	-2	2	-2	3	-1	-10	1	5
Cc1ccc(C2CC(c3cccc(C)c3)n3ncnc3N2)cc1 (centres undefined)
    -13	1	-2	0	-4	1	-2	3	-10	2
CN1CCC(N(C)CC(=O)Nc2cccc(Oc3ccccc3)c2)CC1
    6	17	-2	7	4	0	-2	1	-1	9
O=C(NNC(=O)c1ccc(Cl)c(S(=O)(=O)Nc2ccc(Cl)cc2)c1)c1ccc(=O)[nH]c1
    0	-9	0	1	0	3	-1	1	13	0
COc1ccc(/C=N/NC(=O)CC2N=C(Cc3ccccc3)NNC2=O)cc1OC (centres undefined)
    2	4	2	-1	0	-5	4	-2	-3	-4
O=C(Cc1ccccc1Cl)NCc1cccnc1
    6	6	-1	3	1	-4	0	6	-2	2
Cc1c(CC(=O)N2CCN(C(=O)C3COc4ccccc4O3)CC2)c(=O)oc2c(O)c(O)ccc12 (centres undefined)
    51*	5	6	-6	-2	14*	29*	82*	24	31*
Cc1ccc(NC(=O)COC(=O)CCOc2ccccc2C)cc1
    -10	1	-3	-1	-8	3	-4	4	-8	-9
COc1ccc(-n2c(SCC(=O)Nc3ccc4c(c3)OCCO4)nnc2-c2ccc(Cl)cc2)cc1
    .	3	-3	-1	-4	5	2	.	7	-7
COc1ccc(NCCC#N)cc1
    4	0	1	-4	0	0	0	-5	-2	7
COc1ccc(OC)c(-c2csc(NC(=O)c3ccc(OCC4CCCO4)cc3)n2)c1 (centres undefined)
    -6	0	-3	0	-2	-2	-3	4	3	7
Cc1ccc(S(=O)(=O)N(C)c2ccc(OCC(=O)Nc3cc(C(=O)O)ccc3Cl)cc2)cc1
    .	1	3	0	-3	-4	-1	7	61*	14
COc1ccccc1NC(=O)CSc1nnc(C2CCCCC2)n1-c1ccccc1
    -15	-1	-1	-28	-11	-4	0	2	-9	-6
CS(=O)(=O)n1nc(-c2ccccc2)nc1NCc1ccco1
    -6	2	0	1	2	-3	-3	7	2	3
Cc1cc(NC(=O)C2COc3ccccc3O2)no1 (centres undefined)
    -1	1	3	0	-3	4	1	-6	4	3
Cc1nn(C)c(C)c1CCC(=O)NC1CC(C)(C)Cc2c1cnn2-c1ccccc1 (centres undefined)
    0	6	0	0	-4	0	2	-6	-8	2
Cc1ccc([N+](=O)[O-])c2c1C(N1CC(C)OC(C)C1)C(C)(C)O2 (centres undefined)
    -1	0	-2	-16	-10	2	1	-5	-6	-4
COc1ccc([N+](=O)[O-])c(OC)c1C(=O)NC(=O)Nc1nc(C)cc(C)n1
    4	-6	-5	-6	1	-3	-1	-3	-5	-2
O=C(NCc1ccccc1)C(c1ccccc1)N(C(=O)c1csnn1)C1CC1 (centres undefined)
    2	0	2	-13	-19	-1	1	-1	-3	0
CC1=C(C(=O)OCc2ccc([N+](=O)[O-])cc2)N2C(=O)C(NC(=O)Cc3ccccc3)C2SC1 (centres undefined)
    5	-1	4	1	-2	0	5	-5	5	-6
Cc1cc(NC(=O)C(C)(C)C)no1
    2	-1	-3	1	-4	4	-2	2	-4	3
CC(C)(O)C#Cc1ccc(C(=O)NCc2ccccc2)s1
    -6	-17	-4	0	2	-1	-1	2	0	-9
CCN(CC)c1ccc(S(=O)(=O)N(CC)CC)cc1NC(=O)C1CCCC1
    -19	4	1	-4	0	4	5	1	-10	2
O=C(COC(=O)Cc1ccc(-c2ccccc2)cc1)NCc1ccc(F)cc1
    -17	-1	0	3	-8	7	0	-7	1	-2
CCOc1cc(/C=C2\C(=N)N3N=C(S(C)(=O)=O)SC3=NC2=O)ccc1OCCOc1cccc(OC)c1
    -64	-27	5	-16	0	0	-2	3	49*	-18
O=C(O)/C=C/C(=O)Nc1ccc(N2CCOCC2)nc1N1CCOCC1
    6	2	10	-1	3	-5	-6	15	-2	9
Cc1ccc(NS(=O)(=O)c2csc(C(N)=O)c2)c(C)c1
    -1	3	2	4	0	1	3	0	0	2
CCC1CCCCN1CCn1c(=S)[nH]c2cc(OC)c(OC)cc2c1=O (centres undefined)
    -2	0	-3	5	0	0	5	5	-7	6
CC(C)CN(C(=O)CSc1ccc2c(c1)OCCO2)c1c(N)n(CC(C)C)c(=O)[nH]c1=O
    5	-4	3	0	2	5	8	-1	5	7
CCCn1c(C)cc(/C=C(\C#N)C(=O)OCC(=O)Nc2cccc(OC)c2)c1C
    -20	-6	-2	-2	8	-2	-2	8	7	-10
COC(=O)c1ccc(NC(=O)N(c2ccccc2)c2ccccc2)cc1
    -1	14	-3	-3	3	4	-1	-2	-2	-3

Additional records:
Every second line gives: HTRA1 inhibitor	SIAE inh	PRMT1 FP inh	GC-A act	NPR2 activator	MBD2 inh	UHRF1 MBD2 ctr	TCR-CD3 inh	rCAG binder	ABHD4 inh
CC(=O)Nc1ccc(-c2cc(C(=O)O)c3ccc(C)cc3n2)cc1
    -9	-8	-2	-3	-6	-3	0	-4	12	-6
CC(=O)Nc1ccc(NC(=O)c2ccc(C)c(S(=O)(=O)Nc3cccc(C)c3)c2)cc1
    -8	-16	9	-3	-1	9	4	4	15	-42
CCC(=O)c1cc2c(C)cc(=O)oc2c(C)c1OC(C)=O
    5	1	-3	4	8	3	-5	2	-1	-12
O=C(CCl)N1CCN(S(=O)(=O)c2ccc3c(c2)CCC3)CC1
    2	-1	5	-2	3	0	1	-6	0	-4
Cc1ccc(-c2cc(-c3nnc(SCc4cccc5ccccc45)n3N)[nH]n2)cc1
    .	-6	6	-5	-8	7	1	.	15	-10
CN(CCCNC(=O)C1CCC(=O)N1Cc1ccc(F)cc1)c1ccccc1 (centres undefined)
    10	0	-1	-2	2	1	-1	-4	4	5
O=C(O)c1ccc(CSc2nnc(-c3ccncc3)n2CC2CCCO2)cc1 (centres undefined)
    -2	0	-3	1	-3	-3	-4	-1	4	-5
Cc1csc(-c2cccnc2)n1
    -5	-2	-1	4	1	0	-4	4	1	4
Cc1ccnc(N2C(=O)c3cccc4c([N+](=O)[O-])ccc(c34)C2=O)c1
    6	0	16	.	.	-1	1	-6	-19	2
COc1ccccc1/C=C/C(=O)OCC(=O)N1c2ccccc2CC1C (centres undefined)
    -27	-6	3	9	3	1	3	-7	4	-16

Entries listed so far that contain a COOH group, in the order listed:
Every second line gives: HTRA1 inhibitor	SIAE inh	PRMT1 FP inh	GC-A act	NPR2 activator	MBD2 inh	UHRF1 MBD2 ctr	TCR-CD3 inh	rCAG binder	ABHD4 inh
Cc1ccc(S(=O)(=O)N(C)c2ccc(OCC(=O)Nc3cc(C(=O)O)ccc3Cl)cc2)cc1
    .	1	3	0	-3	-4	-1	7	61*	14
O=C(O)/C=C/C(=O)Nc1ccc(N2CCOCC2)nc1N1CCOCC1
    6	2	10	-1	3	-5	-6	15	-2	9
CC(=O)Nc1ccc(-c2cc(C(=O)O)c3ccc(C)cc3n2)cc1
    -9	-8	-2	-3	-6	-3	0	-4	12	-6
O=C(O)c1ccc(CSc2nnc(-c3ccncc3)n2CC2CCCO2)cc1 (centres undefined)
    -2	0	-3	1	-3	-3	-4	-1	4	-5

(listing goes on)
Every second line gives: HTRA1 inhibitor	SIAE inh	PRMT1 FP inh	GC-A act	NPR2 activator	MBD2 inh	UHRF1 MBD2 ctr	TCR-CD3 inh	rCAG binder	ABHD4 inh
CCn1ccnc1CNC(=O)CC1C(=O)NCCN1Cc1ccc(F)cc1Cl (centres undefined)
    1	11	-2	4	4	-1	-2	2	-3	6
Cc1cccn2c(=O)c3cc(C(=O)NC4CCCC4)c(=N)n(Cc4ccc(F)cc4)c3nc12
    -14	1	-3	9	11	1	-1	14	8	4
CCCSc1cc(NCCOC(C)=O)c([N+](=O)[O-])c2nonc12
    4	-9	3	4	1	2	-3	-7	1	-8
COc1cc(NC(=S)N2CCc3ccccc3C2)cc(OC)c1
    -5	3	-1	3	-1	-1	0	-6	2	9
O=C(COC(=O)/C=C/c1ccc(F)cc1)Nc1nnc(-c2ccccc2)o1
    5	2	1	-1	4	4	-1	-3	2	4
CC(CCc1ccccc1)NC(=O)c1cncc(Br)c1 (centres undefined)
    -3	1	-4	0	3	-3	0	3	-6	4
COc1cc2nc(N(CCCN(C)C)C(=O)c3ccc(S(=O)(=O)N4CCc5ccccc54)cc3)sc2cc1OC
    -8	-2	10	-4	-4	0	1	-1	2	11
O=C(c1cc(-c2ccc(F)cc2)nc2ccccc12)N1CCN(C2CCS(=O)(=O)C2)CC1 (centres undefined)
    5	-2	-2	-2	3	0	1	2	1	0

Source: PubChem (several laboratories)

An excerpt; rates above refer to the full screens.
